# Bioassay records: PubChem, several laboratories
# G6PDH counter: inhibits Leuconostoc G6PDH, flagging false hits in G6PDH-based assays; Purified L. mesenteroides G6PDH, diaphorase/resazurin coupled fluorescence, 45 min; inhibition, % at 5 µM; AID 1020; hit rate 0.12% among 200,000; in the data active means inhibition above about 50%
# STAT1 act: increases IFN-gamma driven STAT1 reporter signal | activation (% of control), % at 5.5 µM | hit rate 2.6% among 200,000 | NIH 3T3 STAT1-luciferase reporter, luminescence; 100% = IFN-gamma alone, no compound;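 active means activation above the screen-wide mean activation plus 3 SD, cut at about 130% in these data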;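 further: raw ratio to IFN-gamma control signal so 100% means no change and 0% no light; values of inactives mirror those of a sister screen read the other way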
# NF-kB neuron act: compounds increasing NF-kB expression in human neuronal cells | NF-kB reporter expression; stronger effect = higher value | fold change at 12.5 µM | hit rate 1.6% among 190,000; in the data active means fold change above about 3.3
# APP 5UTR inh: APP translation inhibition; hit rate 0.82% among 190,000; SH-SY5Y APP 5'UTR-luciferase reporter, luminescence; inhibition, % at 2 µM;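 active means inhibition above a set limit, derived from the sample mean plus 3 SD, cut at about 45% in these data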; further: values of inactives mirror those of a sister screen read the other way
# Hsp70 activator: switches on Hsp70 transcription | HeLa Hsp70 promoter luciferase reporter, luminescence; scaled: vehicle 0, proteasome-inhibitor control 100% | activation, % at 10 µM | hit rate 0.04% among 200,000;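 active means activation above the mean across all tested compounds plus 3 SD, cutoff set per campaign, cut at about 5.5% in these data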;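 further: 100% = MG132 at 30 µM as the positive control and 0% = DMSO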
# FLuc inhib CS: inhibits firefly luciferase, flagging false hits in luciferase inhibition screens; P08659; ATPLite firefly luciferase biochemical luminescence, 10 min; inhibition, % at 10 µM; hit rate 1.5% among 200,000;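 active means inhibition above about 50% when tested at 10 µM, limit read from the data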
# Target sequence (P08659 whole entry, looked up): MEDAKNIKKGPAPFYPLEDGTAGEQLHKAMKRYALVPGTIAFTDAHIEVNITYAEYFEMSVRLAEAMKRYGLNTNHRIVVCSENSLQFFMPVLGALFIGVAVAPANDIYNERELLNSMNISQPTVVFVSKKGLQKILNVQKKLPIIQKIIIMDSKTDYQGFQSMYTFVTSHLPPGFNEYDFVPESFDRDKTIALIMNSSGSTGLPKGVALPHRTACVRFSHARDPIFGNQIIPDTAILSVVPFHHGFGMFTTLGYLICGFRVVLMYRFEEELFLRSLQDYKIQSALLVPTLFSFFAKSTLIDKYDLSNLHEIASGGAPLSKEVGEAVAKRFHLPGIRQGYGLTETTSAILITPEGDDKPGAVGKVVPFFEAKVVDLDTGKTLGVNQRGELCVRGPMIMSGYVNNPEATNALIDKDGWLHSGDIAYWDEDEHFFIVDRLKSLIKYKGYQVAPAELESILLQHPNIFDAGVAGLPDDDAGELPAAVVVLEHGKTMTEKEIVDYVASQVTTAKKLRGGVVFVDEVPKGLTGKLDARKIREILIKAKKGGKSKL
# DTT redox prof: compounds producing H2O2 with reducing agent – biochemical, NIH compound library profiling, artefact control for MLSCN library redox annotation, primary screen; activation, % at 10 µM; hit rate 0.03% among 200,000; DTT-dependent redox cycling H2O2, phenol red/HRP absorbance; 100% = 100 µM peroxide control, 0% = buffer;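 active means activation of at least 50% relative to the plate's high and low controls in the primary single-dose screen; inactive means activation below 50%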;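 further: compound incubated with DTT at 0.8 mM final as the reducing agent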
# HMGR II inh: E. faecalis class II HMG-CoA reductase inhibition; purified E. faecalis HMGR, NADPH absorbance 340 nm kinetic; inhibition, % at 10 µM; hit rate 0.41% among 190,000;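 active means inhibition above a set limit, the median over all tested compounds plus 3 SD, cut at about 9.5% in these data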;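 further: enzyme runs in reverse so mevalonate oxidation gives rising NADPH absorbance; 0% = complete reaction with DMSO and 100% = background rate lacking mevalonate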
# APP 5'UTR act: APP 5'UTR luciferase reporter activation | SH-SY5Y APP 5'UTR luciferase reporter, luminescence; zero percent = DMSO vehicle wells | activation, % at 2 µM | hit rate 1% among 190,000 | AID 1276;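 active means activation above a set limit, based on mean plus 3 SD of controls, cut at about 140% in these data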; further: values of inactives mirror those of a sister screen read the other way
# FLuc act counter: affects firefly luciferase, flagging false hits in luciferase stimulation screens. ATPlite luciferase biochemical, luminescence, 10 min; 0 = ATP-free wells, 1 = DMSO control. 200,000 tested, under 10 active. P08659. activation factor at 10 µM;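 active means luciferase activation factor, scaled between plate controls, of at least 2 with compound at 10 µM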
#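 Assay system – cell-free luciferase reagent · Medium – PBS-based ATP solution · Dosing – test compounds dosed from 2 mM stocks in 100% DMSO · Timing – 10 min, room temperature · Technique – light output (luminescence) · Measure – luminescence gain marking luciferase activators · Controls – No-ATP low control, compound-free enzyme-plus-ATP high control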
# Active calls of the source: *; · = not tested or not shown. Not a hit list, and some 5.3% of all compounds hit somewhere here.
SMILES,G6PDH counter,STAT1 act,NF-kB neuron act,APP 5UTR inh,Hsp70 activator,FLuc inhib CS,DTT redox prof,HMGR II inh,APP 5'UTR act,FLuc act counter
COc1ccc(CC(=S)N2CCOCC2)cc1F,3,98,1.1,-3,-0.3,-5,-1.0,-3,3,1
O=C(Cc1ccccc1)Nc1ccccc1N1CCN(c2ccccc2)CC1,3,102,1.1,-10,-0.2,-2,2.4,-4,10,1
CCc1nc2c(sc3nc4c(cc32)COC(C)(C)C4)c(=O)n1CCN(CC)CC,0,103,·,16,-0.1,1,-1.3,2,-17,1
O=C(CC(c1ccccc1)(c1ccccc1)c1ccccc1)N[C@@H](Cc1ccc(O)cc1)C(=O)O,3,99,1.1,6,-0.1,-3,-0.8,2,-6,1
COc1ccc(C)cc1NC(=O)C(NCC1CCCO1)c1ccccc1 (configuration not stated),2,95,0.98,17,-0.4,-4,-0.2,-4,-17,1
C=CCn1c(C(CC)CC(C)(C)O)n[nH]c1=S (configuration not stated),4,99,1.2,-5,0.1,-6,-0.7,1,5,1.1
Cn1cnnc1SCc1nc(N)nc(Nc2ccccc2)n1,4,112,1.3,-3,-0.4,-3,0.9,2,3,1
CCOC(=O)Cc1csc(NC(=O)CN(C)S(=O)(=O)c2cccc3cccnc23)n1,-2,·,0.78,-10,·,-4,-3.5,0,10,1
O=C(c1ccc(S(=O)(=O)N2CCc3ccccc3C2)cc1)N1CCCCC1,2,86,0.89,12,-0.1,-2,-0.9,-8,-12,1
C=CCn1c(SCC)nc2sc3c(c2c1=O)CCc1ccccc1-3,4,101,1.2,9,-0.2,-1,3.1,2,-9,1
CCOc1ccc2nc(NS(=O)(=O)c3ccc4c(c3)n(C)c(=O)n4C)sc2c1,1,98,1,-28,-0.3,-1,0.1,-2,28,1
Cc1cc(-n2c(C)cc(C(=O)CSc3nnnn3-c3ccccc3)c2C)no1,4,96,0.69,5,-0.4,-4,2.2,1,-5,1
c1ccc2c(CN3CCOCC3)csc2c1,6,95,0.96,1,-0.3,-4,-0.2,-1,-1,1
O=C(Nc1ccc(O)cc1)c1cccc(Oc2ccc([N+](=O)[O-])cc2)c1,14,104,1.1,23,-0.2,-2,0.0,-7,-23,1
NC(=O)C1CCN(c2nc(-c3ccccc3)nc3c2oc2ccccc23)CC1,0,99,1.3,10,0.2,-4,0.5,0,-10,1
Cc1cc(Oc2ccc(C#N)cc2)nc(NCc2ccccc2)n1,2,90,0.76,0,-0.2,-1,4.2,2,0,1
Cc1c(NC(=O)C2CCN(S(=O)(=O)c3ccc(Cl)cc3)CC2)c(=O)n(-c2ccccc2)n1C,3,97,0.93,-6,-0.1,-2,0.1,2,6,1
CCc1nn(C)c(-c2n[nH]c(=S)n2N)c1Cl,-4,101,0.96,-8,-0.2,-9,-3.7,2,8,1.1
c1ccc2c(CSc3ncnc4nc[nH]c34)cccc2c1,9,89,1,-1,-0.2,-4,0.3,-1,1,1
CCOC(=O)Cc1csc(NC(=O)CSc2nncn2C)n1,9,94,1.4,5,-0.3,-3,0.0,9,-5,1
CCN(CC)C(=O)c1ccccc1NS(=O)(=O)c1ccc(C)cc1,2,97,1,11,0.3,-8,0.1,-11,-11,1.1
O=C(Nc1cc(N2CCOCC2)ncn1)NC1(C(F)(F)F)Oc2ccccc2O1,22,97,1.1,7,0.1,-4,0.4,-10,-7,1
CCOC(=O)C1=C(C)NC(C)=C(C(=O)OCC)C1c1cccs1,-11,89,1.1,7,0.0,-2,-0.1,-6,-7,1
Cc1nn(-c2ccccc2)c2nc(C(F)(F)F)[nH]c(=O)c12,9,101,1,-21,-0.5,-1,0.4,-11,21,1
CCOC(=O)c1ccc(Nc2ncccc2[N+](=O)[O-])cc1,12,135*,7.8*,-151,0.2,14,-0.6,-4,151*,0.9

# Next part:
SMILES,G6PDH counter,STAT1 act,NF-kB neuron act,APP 5UTR inh,Hsp70 activator,FLuc inhib CS,DTT redox prof,HMGR II inh,APP 5'UTR act,FLuc act counter
Cc1ccc(SCCNC(=S)Nc2ccc(C)cc2C)cc1,13,105,1.2,-9,-0.2,-5,0.3,-5,9,1.1
O=C(Nc1cccnc1)c1cc(-c2cccnc2)nc2ccc(Br)cc12,11,98,0.85,1,-0.2,-6,2.9,-7,-1,1.1
Cc1cc(NC(=O)CSc2nc3ccccc3c(=O)n2C(C)c2ccccc2)no1 (configuration not stated),10,89,3.6*,-22,-0.3,-6,0.1,-6,22,1.1
O=C(NNC1CC(=O)N(c2ccc(Cl)cc2)C1=O)c1ccccn1 (configuration not stated),1,103,1.1,-24,-0.2,-4,-0.5,-2,24,1
O=C(NCCCO)c1ccc2nc(-c3ccco3)c(-c3ccco3)nc2c1,33,102,0.86,31,-0.2,9,-0.4,-6,-31,0.9
COc1cc2c3c(c1)/C(=C1/SC(NC(C)=O)=NC1=O)C(=O)N3C(C)(C)C=C2C,-53,98,1.1,1,-0.1,-4,0.2,-5,-1,1
Cc1cc(NS(=O)(=O)c2ccc(NC(=O)C(CC(C)C)N3C(=O)c4ccccc4C3=O)cc2)nc(C)n1 (configuration not stated),10,104,0.93,-24,-0.3,-10,-5.2,-3,24,1.1
CCOc1ccccc1/C=N/NC(=O)c1ccc(Cn2cc([N+](=O)[O-])cn2)o1,2,101,1.1,-7,0.0,-2,0.8,4,7,1
O=C(COc1ccccc1)Nc1ccc2[nH]c(=O)[nH]c2c1,9,103,1,5,-0.4,1,0.1,-2,-5,1
CCN(C(=O)CN1CCN(Cc2ccccc2)CC1)c1c(N)n(Cc2ccccc2)c(=O)[nH]c1=O,5,96,0.95,-17,-0.2,-4,-0.4,3,17,1
CC(=O)N1CCN(c2ccccc2NC(=O)COc2ccccc2C)CC1,11,98,1.1,-12,0.1,-8,-1.1,0,12,1.1
CC1(C)C(=O)C2(CCCCC2)C(=O)OC1c1cccs1 (configuration not stated),4,101,1.1,-14,-0.3,-3,1.7,·,14,1
Cc1ccc(CSCCNC(=O)CN(c2ccccc2)S(C)(=O)=O)cc1,7,98,1,4,1.5,-9,0.4,-4,-4,1.1
O=C(Cn1cc([N+](=O)[O-])cn1)N1CCc2ccccc2C1,13,96,1.1,10,0.4,-10,-0.1,6,-10,1.1
Cc1ccc(S(=O)(=O)N2CCCCC2)cc1NC(=O)C1CCCO1 (configuration not stated),-4,100,1.1,17,-0.5,-3,0.3,-8,-17,1
O=C(COC(=O)c1ccccc1Cc1ccccc1)Nc1ccc(SC(F)F)cc1,-3,132*,1.2,-93,0.1,-4,-0.5,-2,93,1
Cc1ccc2c(c1)c1cccc3c1n2CCN3CCC(N)=O,12,143*,1.5,-88,0.6,10,1.2,-8,88,0.9
Cc1cc(C(=O)NNC(=S)NCC(C)C)cs1,7,94,1.2,-15,-0.5,-9,0.3,-3,15,1.1
CCC(=O)Nc1ccc(-c2nn3c(C)nnc3s2)cc1C,4,100,1.2,-4,-0.3,-3,2.2,-2,4,1
O=C(NNc1ccccc1[N+](=O)[O-])NC1CCCCC1,8,102,1.2,-19,-0.3,-8,11,-4,19,1.1
COc1ccc(C2C(C(=O)O)c3ccccc3C(=O)N2C)cc1Br (configuration not stated),2,101,1,9,-0.2,2,-2.1,-5,-9,1
O=C(CN1CCC(O)(c2ccccc2)CC1)Nc1ccc2c(c1)OCCO2,0,99,0.97,-15,-0.2,-8,-2.9,3,15,1.1
CNC(=O)c1ccccc1S(=O)c1ccccc1C#N (configuration not stated),1,94,1.2,4,-0.3,-6,2.6,-3,-4,1.1
CCc1nc(C)cn1S(=O)(=O)c1cc(OC)c(C)cc1C,0,89,1.1,7,-0.3,-3,0.2,-1,-7,1
COc1ccc(S(=O)(=O)NCC2CCCN(Cc3ccc(C)o3)C2)cc1 (configuration not stated),18,106,1.1,4,-0.2,0,-0.3,-2,-4,1

# Continuation.
SMILES,G6PDH counter,STAT1 act,NF-kB neuron act,APP 5UTR inh,Hsp70 activator,FLuc inhib CS,DTT redox prof,HMGR II inh,APP 5'UTR act,FLuc act counter
NC1=NC(=O)/C(=C/c2ccccc2OS(=O)(=O)c2ccccc2)S1,10,104,1,3,-0.2,-2,-0.1,-5,-3,1
O=C(Nc1cccc2ncccc12)c1ccc(F)cc1,-9,90,0.96,·,-0.3,-6,-0.4,4,·,1.1
O=C1CC(c2nc3ccccc3[nH]2)CN1c1ccccc1F (configuration not stated),-5,97,1.1,0,-0.2,-3,-0.7,-7,0,1
CN1CCN(S(=O)(=O)c2ccc(NC(=S)NC(=O)C3CCCC3)cc2)CC1,-4,99,1.6,-10,-0.1,-2,-1.1,-2,10,1
CCc1c(C)nc(N)n2c(SCC(=O)N3CCCC(C)C3)nnc12 (configuration not stated),-1,107,0.97,-1,-0.2,-11,-0.5,-5,1,1.1
Cc1cc(C)nc(N2CCCC(C(=O)Nc3nnc(C)s3)C2)n1 (configuration not stated),15,99,1,12,-0.5,-5,-3.1,-4,-12,1.1
Cc1ccsc1C1C(C#N)=C(N)OC2=C1C(=O)CC(C)C2 (configuration not stated),13,104,1.5,-26,0.0,-6,-0.7,1,26,1.1
O=C(CCCn1c(=S)[nH]c2ccccc2c1=O)N1CCOCC1,4,97,1.2,11,-0.3,2,1.6,-6,-11,1
CCSc1c(C(=O)NC)ccc2c1C(=O)c1ccccc1C2=O,8,98,1.3,-4,-0.3,-5,3.0,-10,4,1.1
COc1ccc(CNc2nc(-c3cccnc3)nn2S(C)(=O)=O)cc1,-2,97,0.99,6,0.3,-6,0.6,-1,-6,1.1
COC(=O)c1ccc(N2C(=O)CC(SCCN)C2=O)cc1 (configuration not stated),0,116,1.6,-36,0.2,17,-0.2,1,35,0.8
CCN1CCc2c(sc(NC(=O)Nc3ccc(Cl)c(Cl)c3)c2C(N)=O)C1,-8,100,0.49,-20,-0.3,-5,0.0,1,20,1.1
Cc1cc(C)n(Cc2cccc(F)c2)c(=O)c1C#N,4,107,1,-7,-0.2,-4,2.0,1,7,1
Cc1cc(C(=O)N/N=C/c2ccc(Cl)c([N+](=O)[O-])c2)c(C)n1-c1ccc(F)cc1,0,96,1.2,22,-0.2,-3,0.2,-1,-22,1
COc1ccc(/C=C/C(=O)O)cc1COc1ccccc1C,-3,99,0.9,-16,-0.1,-6,0.2,-4,16,1.1
O=C(Cc1cccs1)Nc1cccc(-c2nc3ccccc3o2)c1,6,97,1.1,-6,-0.3,-3,0.1,-4,6,1
CN1CCN(CCCNC(=O)c2cn(C)c3ccc(S(=O)(=O)N(C)C)cc3c2=O)CC1,2,99,0.96,-7,0.0,-7,0.3,-3,7,1.1
C/C(CC(=O)NCC(C)C)=N\NC(=O)COc1cc(C)c(Br)cc1Br,-12,100,1.1,10,-0.2,-1,0.0,-3,-10,1

# Part of the list above in order of molar mass, ascending.
SMILES,G6PDH counter,STAT1 act,NF-kB neuron act,APP 5UTR inh,Hsp70 activator,FLuc inhib CS,DTT redox prof,HMGR II inh,APP 5'UTR act,FLuc act counter
O=C(Nc1cccc2ncccc12)c1ccc(F)cc1,-9,90,0.96,·,-0.3,-6,-0.4,4,·,1.1
O=C1CC(c2nc3ccccc3[nH]2)CN1c1ccccc1F (configuration not stated),-5,97,1.1,0,-0.2,-3,-0.7,-7,0,1
O=C(Cc1cccs1)Nc1cccc(-c2nc3ccccc3o2)c1,6,97,1.1,-6,-0.3,-3,0.1,-4,6,1
CCN1CCc2c(sc(NC(=O)Nc3ccc(Cl)c(Cl)c3)c2C(N)=O)C1,-8,100,0.49,-20,-0.3,-5,0.0,1,20,1.1
C/C(CC(=O)NCC(C)C)=N\NC(=O)COc1cc(C)c(Br)cc1Br,-12,100,1.1,10,-0.2,-1,0.0,-3,-10,1
